Source: PubChem
POLK inh: qHTS for Inhibitors of Polymerase Kappa; DNA polymerase kappa (Homo sapiens), Q9UBT6; purified Pol kappa, fluorescent DNA synthesis assay, 10 min; Potency, µM (series often up to 107 µM), inactives show at the top dose activity, negative = inhibition, usual class: inhibitors; 400,000 tested, 0.53% active; AID 588579, 2011; note: % is set by controls: 0 for no effect and ±100 for the full control effect
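First, compounds were pin-transferred onto 10 nM Pol kappa. After 15 min at room temperature, substrate was added to 50 nM final. Fluorescence was then measured kinetically at 0 and 10 min.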
Pol eta inh: qHTS for Inhibitors of Polymerase Eta | DNA polymerase eta (Homo sapiens), Q9Y253 | recombinant Pol eta, fluorescent DNA replication assay | Potency, µM (top dose mostly 114 µM), inactives show top-dose activity change, negative = inhibition, hits mostly inhibitors | 390,000 tested, 1.2% active; note: % is set by controls: 0 for no effect and ±100 for the full control effect
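Fluorescent replication assay: 50 nM final substrate added after a 15 min room-temperature compound preincubation with 10 nM enzyme. Signal taken at 0 min and again at 10 min.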
JMJD2A Tudor inh: qHTS Assay for Inhibitors of JMJD2A-Tudor Domain | Lysine-specific demethylase 4A (Homo sapiens), O75164 | AlphaScreen JMJD2A-Tudor / H3K4me3 peptide binding | Potency, µM (doses to about 114 µM), for inactives: at the top dose activity change, negative = inhibition, most hits filed as inhibitors | 390,000 tested, 4.4% active | AID 504339, 2011; note: % is set by controls: 0 for no effect and ±100 for the full control effect; nearly all actives have a fitted effect of over 50% in size
APE1 inh: qHTS Assay for Inhibitors of the Human Apurinic/apyrimidinic Endonuclease 1 (APE1); DNA repair nuclease/redox regulator APEX1 (Homo sapiens), P27695; recombinant APE1, TAMRA/BHQ-2 abasic DNA cleavage fluorescence; Potency, µM (highest dose often 65.8 µM), for inactives: at the highest dose activity change, negative = inhibition, actives largely listed as inhibitors; 350,000 tested, 0.35% active; AID 2517, 2012;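 note: plate controls were vehicle for no effect and reference inhibitor for full effect; nearly all actives have a fitted effect of over 55% in size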
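Quantitative HTS: incision of a TAMRA/BHQ-2 double-stranded substrate bearing a tetrahydrofuran abasic site by 0.75 nM APE1 raises fluorescence. Substrate 50 nM final, added after 15 min compound preincubation at room temperature; progress as third-minus-first kinetic read difference.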
POLB inh: qHTS Assay for Inhibitors of DNA Polymerase Beta | Potency, µM (titrated, usually from 114 µM), for the others: top-dose activity change, negative = inhibition, hits mostly inhibitors | 340,000 tested, 1.3% active | AID 485314, 2010 | Pol beta primer extension/strand displacement, fluorescence kinetic; note: % is set by controls: 0 for no effect and ±100 for the full control effect
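Homogeneous kinetic assay of primer extension and strand displacement by 10 nM Pol beta, preincubated 15 min at room temperature with compound before 50 nM substrate (final) was added. Read at 0 and 10 min; four-parameter Hill fit.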
BLM helicase inh: qHTS Assay for Inhibitors of Bloom's syndrome helicase (BLM); recombinant BLM DNA unwinding, fluorescence dequenching; Potency, µM (series often up to 56.1 µM), without a hit: top-dose activity change, negative = inhibition, actives largely listed as inhibitors; 350,000 tested, 0.2% active;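 note: plate controls were vehicle for no effect and no enzyme for full effect; nearly all actives have a fitted effect of over 35% in size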
Target sequence (P54132 whole entry, looked up): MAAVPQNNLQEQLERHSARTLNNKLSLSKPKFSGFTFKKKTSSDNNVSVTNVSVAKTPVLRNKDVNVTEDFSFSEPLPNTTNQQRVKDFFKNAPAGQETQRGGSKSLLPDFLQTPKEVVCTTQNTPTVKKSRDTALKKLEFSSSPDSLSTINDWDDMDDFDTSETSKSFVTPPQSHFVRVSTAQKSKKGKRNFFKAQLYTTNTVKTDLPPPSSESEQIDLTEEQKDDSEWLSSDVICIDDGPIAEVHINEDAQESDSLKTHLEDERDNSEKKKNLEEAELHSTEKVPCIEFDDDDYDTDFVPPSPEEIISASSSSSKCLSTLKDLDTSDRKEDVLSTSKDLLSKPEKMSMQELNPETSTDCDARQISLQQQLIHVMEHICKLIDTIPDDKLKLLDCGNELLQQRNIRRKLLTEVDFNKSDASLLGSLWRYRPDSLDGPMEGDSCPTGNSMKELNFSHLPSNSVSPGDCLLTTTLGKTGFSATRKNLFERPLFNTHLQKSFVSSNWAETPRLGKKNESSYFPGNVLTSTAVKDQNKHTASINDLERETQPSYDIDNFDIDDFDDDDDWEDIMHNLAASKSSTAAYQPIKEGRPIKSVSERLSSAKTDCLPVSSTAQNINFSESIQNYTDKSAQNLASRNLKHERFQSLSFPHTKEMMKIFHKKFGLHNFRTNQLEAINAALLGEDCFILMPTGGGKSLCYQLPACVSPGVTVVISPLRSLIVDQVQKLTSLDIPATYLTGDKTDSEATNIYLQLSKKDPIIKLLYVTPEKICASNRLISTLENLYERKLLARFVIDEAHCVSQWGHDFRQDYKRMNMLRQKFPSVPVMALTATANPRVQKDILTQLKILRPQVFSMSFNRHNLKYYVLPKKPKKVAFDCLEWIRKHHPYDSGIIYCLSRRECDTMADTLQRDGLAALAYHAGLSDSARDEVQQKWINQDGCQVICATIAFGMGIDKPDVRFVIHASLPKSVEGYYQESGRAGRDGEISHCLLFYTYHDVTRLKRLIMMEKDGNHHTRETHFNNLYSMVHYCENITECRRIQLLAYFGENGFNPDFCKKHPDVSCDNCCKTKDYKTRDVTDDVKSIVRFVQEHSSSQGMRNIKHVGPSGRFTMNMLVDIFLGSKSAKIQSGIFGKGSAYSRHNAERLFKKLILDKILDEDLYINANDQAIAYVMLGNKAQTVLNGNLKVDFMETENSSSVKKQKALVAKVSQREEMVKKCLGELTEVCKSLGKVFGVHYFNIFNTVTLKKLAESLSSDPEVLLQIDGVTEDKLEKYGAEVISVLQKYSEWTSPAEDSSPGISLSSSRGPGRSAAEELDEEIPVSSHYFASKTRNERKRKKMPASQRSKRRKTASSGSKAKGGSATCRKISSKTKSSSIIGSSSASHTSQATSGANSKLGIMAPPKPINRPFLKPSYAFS
POLI inh: qHTS for Inhibitors of Polymerase Iota | DNA polymerase iota (Homo sapiens), Q9UNA4 | Pol iota fluorescent replication assay, 10 min | Potency, µM (doses to about 115 µM), for inactives: top-dose activity, negative = inhibition, actives largely listed as inhibitors | 390,000 tested, 1% active
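Fluorescent replication assay read twice, at 0 min and 10 min after adding 50 nM (final) substrate. Enzyme (10 nM) and compounds were first incubated 15 min at room temperature; enzyme-free buffer wells were negative controls.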
BAZ2B block: qHTS Assay for Inhibitors of BAZ2B. Bromodomain adjacent to zinc finger domain protein 2B (Homo sapiens), Q9UIF8. AlphaScreen BAZ2B-H3K14Ac peptide displacement. Potency, µM (doses to about 114 µM), inactives show top-dose activity change, negative = inhibition, usual class: inhibitors. 360,000 tested, 4.4% active. AID 504333, 2011; note: % is set by controls: 0 for no effect and ±100 for the full control effect; nearly all actives have a fitted effect of over 60% in size
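Compounds, titrated to a top concentration of 110 uM, were incubated 30 min at room temperature with preformed BAZ2B/acetyl-K14 H3 peptide complex (50 nM each). Proximity signal was measured by AlphaScreen after 20 min with beads.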
G9a block: qHTS Assay for Inhibitors of Histone Lysine Methyltransferase G9a; G9a H3K9 monomethylation, AlphaScreen, 2 h; Potency, µM (titrated, usually from 102 µM), inactives show at the highest dose activity, negative = inhibition, actives largely listed as inhibitors; 350,000 tested, 8.8% active; Histone-lysine N-methyltransferase EHMT2 (Homo sapiens), Q96KQ7; note: % is set by controls: 0 for no effect and ±100 for the full control effect; nearly all actives have a fitted effect of over 75% in size
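Readings reflect AlphaScreen signal from monomethyl-H3K9 antibody detection. HMT at 20 nM; substrate b-H3K9 500 nM; cofactor SAM 20 uM; 2 h RT reaction; compounds tested as titrations in qHTS with 15 min preincubation.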
An asterisk follows results filed as active; ? = inconclusive; nt = not tested or not shown; & = joins results of further samples; [ ] = dose if it differs, or a comment. Calls come from the whole dose curve; as a rule, active = well fitted curve in the direction sought with a large enough effect; inconclusive = small, poorly fitted or top-dose-only effect, or another doubt; inactive = no such curve, though single readings can be large; an effect the other way counts as inactive or inconclusive. Potency is the fitted concentration of half-maximal effect. This is a subset; count on the stated rates, not on these rows.

The opening 5 records as a preview:
SMILES	POLK inh	Pol eta inh	JMJD2A Tudor inh	APE1 inh	POLB inh	BLM helicase inh	POLI inh	BAZ2B block	G9a block
CC(=O)Nc1ccc(S(=O)(=O)NNC(=O)c2cccc(Cl)c2)cc1	-12%	-1%	-24%	?	0%	-1%	-12%	-9%	5.6µM*
COc1ccc(NC(=O)CN2C(=O)NC3(CCCCCC3)C2=O)cc1Cl	-6%	-6%	-6%	-5%	nt	nt	67%[activator]	nt	nt
O=C(Nc1ccc(S(=O)(=O)Nc2ncccn2)cc1)c1cccc(S(=O)(=O)N2CCOCC2)c1	-3%	2%	2%	3%	-1%	-2%	0%	-20%	12%
CCO[C@@H]1OC(C(N)=O)=C[C@H](c2ccc3c(c2)OCO3)[C@H]1CCCO	-8%	-9%	-17%	2%	58%	-3%	30%[activator]	-1%	5%[59 µM]
COc1ccc(Cl)cc1NC(=O)CSc1nccn1Cc1ccco1	-6%[60.1 µM]	-18%	?	nt	-23%	-2%	7%	?	?

The list itself, from the start:
SMILES	POLK inh	Pol eta inh	JMJD2A Tudor inh	APE1 inh	POLB inh	BLM helicase inh	POLI inh	BAZ2B block	G9a block
CC(=O)Nc1ccc(S(=O)(=O)NNC(=O)c2cccc(Cl)c2)cc1	-12%	-1%	-24%	?	0%	-1%	-12%	-9%	5.6µM*
COc1ccc(NC(=O)CN2C(=O)NC3(CCCCCC3)C2=O)cc1Cl	-6%	-6%	-6%	-5%	nt	nt	67%[activator]	nt	nt
O=C(Nc1ccc(S(=O)(=O)Nc2ncccn2)cc1)c1cccc(S(=O)(=O)N2CCOCC2)c1	-3%	2%	2%	3%	-1%	-2%	0%	-20%	12%
CCO[C@@H]1OC(C(N)=O)=C[C@H](c2ccc3c(c2)OCO3)[C@H]1CCCO	-8%	-9%	-17%	2%	58%	-3%	30%[activator]	-1%	5%[59 µM]
COc1ccc(Cl)cc1NC(=O)CSc1nccn1Cc1ccco1	-6%[60.1 µM]	-18%	?	nt	-23%	-2%	7%	?	?
CN(C)Cc1ccccc1-c1nc(N(C)C)c2ccccc2n1	-10%[60.1 µM]	nt	nt	-6%	nt	136%[activator]	nt	nt	7%[0.501 µM]
O=C(NCc1ccccc1Cl)/C(=C\c1cccnc1)NC(=O)c1ccccc1	-4%	-15%	20%	72%[activator]	16%	-4%	97%[activator]	-2%	9%
CN(C(=O)c1cc2nc(-c3ccco3)cc(C(F)(F)F)n2n1)C1CCCCC1	-2%[60.1 µM]	-5%	6%	?	11%	?	-7%	13%	56µM*
CCNC(=O)N(C)C[C@H]1N[C@@](C)(C(=O)OC)[C@H]2C(=O)N(C)C(=O)[C@@H]12	5%	0%	89µM*	-9%	nt	nt	1%	nt	nt
CC(C)(C)C(=O)OCC1OC(n2cnc(C(N)=O)n2)C(O)C1O (configuration not stated)	3%	-4%	-14%	-7%	23%	-3%	7%	-4%	-48%
O=C(NCC(c1ccco1)N1CCc2ccccc21)c1ccccc1 (configuration not stated)	4%	-13%	?	1%	nt	nt	56%[activator]	?	50µM*
CC(Nc1n[nH]c(=O)[nH]c1=O)C(=O)N/N=C/c1ccccc1 (configuration not stated)	-2%	-17%	-8%	-2%	-1%	-1%	26%	4%	29%[59 µM]
CC12CN3CCN(CC(C3)/C1=N/N=C/c1cccc([N+](=O)[O-])c1)C2	-2%	-12%	-7%	1%	19%	-2%	51%[activator]	-5%	-3%
CC(=O)OCC(NC(=O)C(Cc1ccccc1)NC(=O)OC(C)(C)C)C1OC(n2ccc(=O)[nH]c2=O)C(OC(C)=O)C1OC(C)=O (configuration not stated)	7%	nt	3%	1%	nt	1%	13%	nt	nt
O=C(CCC(=O)OCc1ccc(Cl)cc1)Nc1ccccc1	-6%	-18%	-6%	2%	?	-3%	9%	-4%	-19%
Cc1cc(N2CCCC2=O)ccc1S(=O)(=O)NCCOc1ccccc1	1%	-20%	-3%	-5%	-20%	-8%	3%	-3%	-7%
COc1ccc(/C=C(/NC(=O)c2ccccc2)C(=O)NCCN2CCOCC2)cc1OC	-7%	-5%	-12%	14%	7%	-4%	25%	-12%	-3%
COc1ccc(C2C(C(=O)/C=C/c3ccco3)=C(O)C(=O)N2CCN2CCOCC2)cc1OC (configuration not stated)	-17%	?	-19%	-6%	-22%	-5%	50%[activator]	nt	50µM*
NC(=O)CN1CCN(c2ccccc2F)CC1	-9%	-10%	-5%	3%	13%	3%	9%	-6%	-12%[12.7 µM]
O=c1[nH]c(=O)n(C2OC(CO)C(O)C2O)cc1F (configuration not stated)	-9%	-21%	1%	nt	nt	nt	31%[activator]	nt	nt
COc1ccc(OCc2ccc(C(=O)N3CCOCC3)cc2)cc1	2%	11%	-21%	8%	-3%	-6%	19%	-16%	-33%[59 µM]
O=C(Cc1noc2ccccc12)Nc1ccccn1	-10%	9%	-7%	-2%	-26%	5%	82%[activator]	-5%	13%[59 µM]
CCCCCN(C(=O)CCC(=O)OCc1ccccc1Cl)c1c(N)n(CCCC)c(=O)[nH]c1=O	-1%	-6%	-9%	27%	2%	-6%	-4%	-39%	45%
CCOC(=O)C(CCc1ccccc1)NC1CCc2ccccc2N(CC(=O)O)C1=O (configuration not stated)	11%&-5%[60.1 µM]	nt	nt	-1%	nt	5%&4%	nt	nt	-3%[2.33 µM]
CNC(=O)COC(=O)/C=C/c1cccs1	0%	-14%	4%	-1%	-8%	0%	65%[activator]	-19%	8%

The list continues.
SMILES	POLK inh	Pol eta inh	JMJD2A Tudor inh	APE1 inh	POLB inh	BLM helicase inh	POLI inh	BAZ2B block	G9a block
COc1cc(C=NNC(=O)c2ccccc2-n2cccc2)ccc1O	-17%	1%	-21%	16%	nt	nt	29%	nt	nt
Cc1cccc(N2C(=O)SC(N(CC(=O)O)c3cccc(C)c3)C2=O)c1 (configuration not stated)	-6%	-4%	-19%	1%	0%	-2%	-7%	-5%	-87%
CC(Sc1ccccc1)C(=O)NN=C1CCCCCC1 (configuration not stated)	2%	-13%	-13%	20%	0%	-3%	-4%	6%	21%
Cc1ccc(CNC(=O)c2ccc3c(=O)n(CCCN4CCCC4=O)c(=S)[nH]c3c2)cc1	-8%	4%	6%	2%	32µM*	-16%	29%	-16%	?
Cc1cc(C)n(CCN(C)C(=O)c2cc(COc3c(F)cccc3F)on2)n1	-2%	-18%	4%	0%	7%	-2%	66%[activator]	-1%	?
CCNC(=O)NC(=O)C(C)OC(=O)CNS(=O)(=O)c1c(Cl)cc(Br)cc1Cl (configuration not stated)	8%	3%	-20%	4%	0%	-8%	-6%	-10%	-6%
CSc1nnc(CNS(=O)(=O)c2ccc(Br)cc2)n1C	1%	-12%	0%	14%	-2%	-3%	12%	-12%	14%
O=C(CCCC(=O)OCC(Cl)=C(Cl)Cl)Nc1ccccc1	-12%	-14%	14%	5%	0%	-14%	16%	-2%	-30%[59 µM]
CCCN(C1CCS(=O)(=O)C1)S(=O)(=O)c1ccc(F)cc1 (configuration not stated)	-3%	-16%	-8%	7%	nt	nt	46%[activator]	-2%	9%[59 µM]
Nc1nc2ccccc2n1CCOc1ccc(Br)cc1	6%	-6%	-11%	0%	18%	0%	28%	?	nt
CCCN1C(=O)/C(=C/c2c(N3CCNC(=O)C3CC(=O)OC)nc3c(C)cccn3c2=O)SC1=S (configuration not stated)	nt	nt	nt	11%	89µM*	-19%	nt	?	nt
O=C(O)CCc1ccc(-c2cccs2)n1CCC(=O)O	?	10µM*	-29%	14µM*	22µM*	-3%	?	?	20µM*
Cc1c(C)c2c(OCC(=O)N3CCC(O)CC3)cc3c(c2oc1=O)CCC(C)(C)O3	-1%	?	-10%	13%	-9%	-1%	35%[activator]	-3%	0%[12.7 µM]
Cc1nc2ccccc2[nH]c1=O	16%	-4%	4%	2%	4%	2%	-4%	-19%	27%
CCC(=O)N1CCN(c2ccc(NC(=O)c3ccc(Br)o3)cc2)CC1	-8%	-17%	-16%	0%	15%	0%	?	-7%	-5%[59 µM]
CSc1ccc(C(=O)C2CCCN(C(=O)c3ccsc3)C2)cc1 (configuration not stated)	4%	-22%	-13%	2%	?	-4%	18%	-27%	3%
Cc1[nH]nc(SCC(=O)N2CCOCC2)c1[N+](=O)[O-]	-14%	9%	-6%	-2%	5%	-1%	19%	-20%	-49%
Cc1nn(-c2ccc(F)cc2)c(Cl)c1C(=O)OC(C)C(=O)N(C)C1CCCCC1 (configuration not stated)	-11%	-8%	6%	49%[activator]	nt	nt	-14%	1%	10%[12.7 µM]
Cc1ccc(C2C(C(=O)c3sc(C)nc3C)=C(O)C(=O)N2CCCN(C)C)o1 (configuration not stated)	nt	nt	nt	3%	4%	-7%	nt	11%	?
Cn1ncc2c(Nc3ccccc3Cl)nc(Cl)nc21	-10%	-18%	1%	-4%	-7%	-5%	-3%	-1%	?
CN(C)c1ccc(NC(=O)C2CCCN(S(=O)(=O)c3ccccc3)C2)cc1 (configuration not stated)	-6%	-18%	-23%[57.1 µM]	8%	9%	-1%	129%[activator]	?	8.9µM*
CCOC(=O)Cc1c(C)nc2c(-c3cccc(Br)c3)c[nH]n2c1=O	0%	-11%	-22%	-2%	23%	-2%	5%	1%	33%[59 µM]
CCOc1ccc(N(CC(=O)NCc2ccc(Cl)cc2)S(=O)(=O)c2c(C)noc2C)cc1	-11%&-6%	-18%&-25%	18%&-2%	17%	23%&-8%	1%&0%	-7%&52%	-11%	8%
CCOC(=O)CNc1nc(Cl)nc(NC(C)(C)C)n1	4%	-6%	-10%	-3%	-2%	-4%	44%[activator]	-3%	3%
Cc1cccc2c(N=NC(=O)c3ccc(NS(=O)(=O)c4cccs4)cc3)c(O)[nH]c12	?	11µM*	?	?	nt	nt	?	?	2%[12.7 µM]
CCOc1ccc2nc(C(C)O)[nH]c2c1 (configuration not stated)	-3%	2%	1%	-2%	22%	-5%	59%[activator]	8%	13%[12.7 µM]
C=CCNC(=O)CN(c1ccc(F)cc1)S(=O)(=O)c1ccc(OC)cc1	-15%	-17%	-7%	-1%	7%	3%	8%	0%	?
